DAX1 inh-1 – NR0B1 (DAX1) inhibition; P51843; HEK293 Gal4-DAX1 luciferase reporter, luminescence; inhibition, % at 6.75 µM; actives 0.99% (n = 340,000); AID 504766;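 active means inhibition above the mean over all tested compounds plus 3 SD, cut at about 4.2% in these data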;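 further: 0% = DAX1-transfected cells with DMSO and 100% = empty-vector control cells with DMSO; inhibition shows as a rise in luminescence from relieved DAX1 repression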
Target sequence (P51843 207-470 limits assumed): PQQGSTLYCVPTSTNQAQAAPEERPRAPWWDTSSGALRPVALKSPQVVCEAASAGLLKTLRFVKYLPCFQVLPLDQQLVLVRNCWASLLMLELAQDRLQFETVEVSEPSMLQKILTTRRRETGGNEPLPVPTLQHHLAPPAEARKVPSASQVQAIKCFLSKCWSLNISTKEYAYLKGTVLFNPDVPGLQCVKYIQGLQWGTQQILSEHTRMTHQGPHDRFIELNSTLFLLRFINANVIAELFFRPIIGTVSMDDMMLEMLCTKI
Rev-erbA mod – modulators of human Rev-erb alpha DNA binding; Rev-erbα–FITC-DNA binding, fluorescence polarization, 90 min; activity, % at 10 µM; actives 0.79% (n = 370,000);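 active means activity above about 14%, limit read from the data; passing the limit was not always enough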;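 further: 0% = DMSO wells with 35 nM protein and 100% = DMSO wells with 750 nM protein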
hcDAF-12 act – H. contortus DAF-12 activation, primary screen; activation, % at 6.8 µM; HEK293 hcDAF-12 lit1-tk-luc reporter, luminescence; 0% DMSO, 100% Δ7-dafachronic acid; actives 1.4% (n = 370,000);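 active means activation above the mean of all tested compounds plus 3 SD, cut at about 5.5% in these data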;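 further: 100% = response to 3 µM Δ7-dafachronic acid high control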
ADAM17 inh – inhibitors of human ADAM17; actives 0.83% (n = 370,000); recombinant ADAM17, EDANS/DABCYL FRET peptide cleavage; inhibition, % at 6.95 µM;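 active means inhibition above the mean of compounds lying between control limits plus 3 SD, set per campaign, cut at about 8.5% in these data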;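 further: 0% = DMSO-only wells as the low control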
MBD2 DNA inh – blocks human MBD2 binding to methylated DNA | Q9UBB5 | AID 686964 | actives 0.31% (n = 370,000) | TR-FRET, MBD2 binding to methylated oligonucleotide | inhibition, % at 4.4 µM; in the data active means inhibition above about 13%
Target sequence (Q9UBB5 whole entry, looked up): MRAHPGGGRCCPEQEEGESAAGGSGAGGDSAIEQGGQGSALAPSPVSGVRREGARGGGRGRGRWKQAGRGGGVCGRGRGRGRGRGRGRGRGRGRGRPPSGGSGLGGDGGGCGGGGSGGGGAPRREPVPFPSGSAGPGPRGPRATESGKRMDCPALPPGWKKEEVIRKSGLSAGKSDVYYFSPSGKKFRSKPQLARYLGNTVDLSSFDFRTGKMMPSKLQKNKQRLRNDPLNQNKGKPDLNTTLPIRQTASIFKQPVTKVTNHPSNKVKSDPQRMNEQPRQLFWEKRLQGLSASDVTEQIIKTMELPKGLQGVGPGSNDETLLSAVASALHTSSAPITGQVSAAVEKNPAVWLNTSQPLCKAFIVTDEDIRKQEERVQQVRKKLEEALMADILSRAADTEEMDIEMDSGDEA
PLC-beta3 inh – blocks human PLC-beta3 enzyme activity. Purified PLC-beta3, fluorogenic substrate, fluorescence. actives 0.18% (n = 370,000). AID 720704. inhibition, % at 12.2 µM; in the data active means inhibition above about 11%;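 further: 0% = median of compound wells on plate and 100% = full blocker control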
hgDAF12 agonist – activates the H. glycines DAF-12 receptor ligand-binding domain. actives 1.8% (n = 370,000). AID 687014. HEK293 GAL4-hgDAF12 UAS-luciferase reporter, agonist luminescence; normalized to butyrate control. activation, % at 6.8 µM;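 active means activation above a cutoff set at the mean of all screened compounds plus 3 SD, cut at about 10% in these data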;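 further: 0% = DMSO wells and 100% = sodium butyrate wells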
ssDAF12 agonist – activators of S. stercoralis DAF-12 nuclear receptor; HEK293 ssDAF-12/GRIP1 lit1-tk-luc reporter, luminescence; % of 3 µM dafachronic acid response; activation, % at 6.8 µM; actives 1% (n = 370,000);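 active means activation above the mean over all tested compounds plus 3 SD, cut at about 0.9% in these data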;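 further: 0% = DMSO-only wells and 100% = 3 µM delta7-dafachronic acid wells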
DAX1 inh-2 – DAX1 (NR0B1) inhibition, primary screen; HEK293T StAR-luciferase reporter, SF-1/DAX-1 repression relief; inhibition, % at 6.8 µM; actives 1.1% (n = 370,000); AID 652010;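 active means inhibition above the mean over all tested compounds plus 3 SD, cut at about 3.6% in these data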;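 further: 0% = DAX-1 cells with DMSO and 100% = cells lacking DAX-1 with DMSO; higher inhibition means more luminescence from relief of DAX-1 repression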
PLC-gamma1 inh – PLC-gamma1 (human) inhibition, primary screen; P19174; purified PLC-gamma1, fluorogenic substrate, fluorescence; inhibition, % at 12.2 µM; actives 0.84% (n = 370,000); AID 720700; in the data active means inhibition above about 9.5%
SMARCA2 act – increases SMARCA2 function in MMTV reporter cells; MG213 cells, MMTV-luciferase reporter, dexamethasone, overnight; activation, % at 9.1 µM; actives 1% (n = 370,000); AID 652017; in the data active means activation above about 7.8%;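 further: 0% = vehicle wells and 100% = reference activator wells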
The depositor's hits bear a star; / = no result given. An unsorted share of the library; 7.4% or so of the library scored in one or more.

SMILES | DAX1 inh-1 | Rev-erbA mod | hcDAF-12 act | ADAM17 inh | MBD2 DNA inh | PLC-beta3 inh | hgDAF12 agonist | ssDAF12 agonist | DAX1 inh-2 | PLC-gamma1 inh | SMARCA2 act
CCn1cc(C(=O)N[C@@H](CCSC)C(=O)NC(C)(C)CO)c(=O)c2cc3c(cc21)OCO3 | 1.9 | -11 | -0.4 | -19 | 5 | -30 | 0.7 | -1.2 | 0.2 | -15 | -1
O=C(O)c1cn(C2CCCCC2)c2ccccc2c1=O | 2.4 | 5 | 4.0 | 1 | -1 | -7 | 6.5 | -0.6 | 1.2 | -3 | 17*
CCC(C(=O)NCCc1c[nH]c2cc(OC)ccc12)c1ccccc1 (stereo not given) | -0.8 | -5 | -2.0 | -1 | -4 | -6 | -0.8 | -1.3 | -0.2 | 1 | -1
CCCOc1ccccc1NC(=O)c1ccc(N)cc1 | -0.7 | 1 | -1.7 | 7 | 0 | -1 | -1.3 | -1.3 | 0.2 | 4 | -2
COc1ccc(Cl)cc1-c1cc(C(=O)Nc2ccc(C(C)(C)C)cc2)[nH]n1 | / | -10 | -1.9 | 1 | 1 | -83 | 1.3 | -1.1 | -2.2 | -2 | -1
Cc1ccc(C2N3CC4([N+](=O)[O-])CN2CC([N+](=O)[O-])(C3)C4(C)C)cc1 (stereo not given) | 1.1 | -3 | 2.5 | 0 | 1 | 0 | -4.8 | -0.6 | 0.1 | -1 | -4
COc1cc(Cl)ccc1NC(=S)N(CCN(C)C)C(C)c1ccncc1 (stereo not given) | 1.6 | 3 | -1.2 | -2 | -1 | -9 | 5.0 | -0.8 | 0.5 | 4 | -5
COC(=O)CSc1nc(-c2ccccc2)cc(-c2ccco2)c1C#N | 0.5 | 5 | 0.1 | -6 | 0 | -9 | -1.8 | -0.7 | -0.3 | -10 | 4
O=c1cc(O)c(-c2ccccc2)c(Cl)[nH]1 | 0.2 | 3 | -0.1 | -2 | 2 | 1 | 0.1 | -1.0 | 0.1 | 0 | -1
CCOC(=O)N1CCC(Nc2c(NCCCN(CC)c3cccc(C)c3)c(=O)c2=O)CC1 | 0.2 | -9 | -2.0 | 2 | 3 | 6 | -1.4 | 0.6 | 0.1 | 8 | 0
COc1ccc(CC(=O)OCC(=O)c2ccc[nH]2)cc1 | 0.5 | 2 | -0.3 | -2 | 1 | -1 | 2.9 | -0.4 | -0.5 | 2 | 0
CCCCOc1cccc(/C=N/NC(=O)c2csc(C)c2C)c1 | -1.4 | 0 | 0.7 | 4 | -6 | 8 | 0.5 | -0.9 | -0.3 | 3 | 6
COC(=O)c1ccc2nc(-c3ccc(Cl)cc3)c(Cc3ccsc3)n2c1 | / | -2 | 2.4 | -8 | 9 | -20 | 4.9 | -0.9 | 1.8 | -11 | -1
O=C(O)CCCCCCNC(=O)c1cncc(O)c1 | 1.2 | -5 | -1.9 | -11 | -1 | -9 | 1.6 | -0.8 | -0.4 | -9 | 0
C=C[C@@]1(C)CC(=O)[C@]2(O)[C@@]3(C)[C@@H](O)CCC(C)(C)[C@@H]3[C@H](OC(C)=O)[C@H](O)[C@@]2(C)O1 | 4.0 | -4 | -5.8 | 2 | 2 | 10 | -5.8 | -1.9 | 2.8 | 3 | 6
COc1ccc(Cn2c(=O)[nH]c3cc(C(=O)N4CCN(c5ccc(C(C)=O)cc5)CC4)ccc3c2=O)cc1 | -0.1 | 7 | 0.5 | 0 | 1 | -4 | 2.7 | -0.6 | 0.1 | 1 | -2
CN(C)CCCNc1nc2cc(-c3ccc(F)cc3)sc2c(=O)n1C | / | -10 | -0.1 | -8 | 0 | -1 | 0.7 | -1.0 | -0.2 | 0 | 1
Cc1cc(C)cc(OCC(=O)N(Cc2ccccc2)C2CCS(=O)(=O)C2)c1 (stereo not given) | -0.3 | -5 | 0.2 | 4 | -3 | -2 | -2.1 | -1.1 | -0.2 | 2 | 0
COc1ccc(C(C)=O)cc1COc1ccc(Cl)cc1Cl | / | -1 | -2.2 | -3 | 1 | -8 | 0.0 | -2.0 | -0.1 | 0 | -4
CCc1nc(-c2ccc(-c3ccc(OC)cc3)nc2OC)no1 | 0.8 | -5 | 0.1 | -338 | 1 | -121 | 1.5 | -0.7 | -0.2 | -96 | 1
CCC(C)NC(=O)c1cc(C)no1 (stereo not given) | -0.4 | -3 | -1.5 | -4 | 10 | -3 | -0.4 | -0.8 | -0.4 | -1 | 0
COc1ccc(-c2ccc(SCC(=O)NC3CCCC3)nn2)cc1OC | 0.8 | 3 | -1.9 | -4 | 0 | -8 | -1.8 | -1.3 | -0.4 | -1 | 1
Cc1cccc(CC2CC(=O)N(c3ccc([N+](=O)[O-])cc3)C2=O)c1 (stereo not given) | 0.8 | -6 | -1.8 | 0 | 0 | -1 | 0.5 | -1.3 | -0.2 | 1 | 0
CC(CN1CCCCC1)NC(=O)c1cc(-c2ccccn2)nc2ccc(Cl)cc12 (stereo not given) | 0.2 | 6 | 0.2 | -3 | -4 | -6 | -0.3 | -1.2 | -0.2 | -3 | 0
CCCCN(C(=O)c1ccco1)c1nnc(-c2cc(OC)c(OC)c(OC)c2)s1 | 0.8 | 99* | -2.4 | 0 | 2 | -3 | 1.6 | -1.4 | -0.1 | -4 | 2
CC(C)(C)NNC(=S)Nc1ccc(S(=O)(=O)N2CCOCC2)cc1 | 0.0 | 6 | 0.3 | -1 | -1 | 3 | 6.0 | -0.5 | 0.4 | 2 | 2
CC(C)(C)c1[nH]ncc1[N+](=O)[O-] | -0.6 | 1 | 1.5 | 0 | 4 | 5 | 0.0 | -1.4 | -0.3 | 5 | -1
O=C(N/N=C/c1ccco1)C1CC1(c1ccccc1)c1ccccc1 (stereo not given) | 0.3 | -2 | 1.4 | 2 | -2 | 0 | 1.7 | -1.9 | -0.4 | 0 | -3
O=C(O)C1Nc2c(O)cc(Cl)c([N+](=O)[O-])c2C2C=CCC12 (stereo not given) | 0.0 | -48 | 1.0 | 0 | 63* | 7 | 0.9 | -1.3 | -0.6 | 31* | -4
Cc1ccc(CNC(=O)c2cc(S(=O)(=O)N3CCOCC3)cn2C)cc1 | 2.6 | -2 | 1.4 | -3 | 1 | 1 | -3.4 | -1.0 | 0.8 | 2 | -1

Entries of single compounds from above. Order of screens: DAX1 inh-1	Rev-erbA mod	hcDAF-12 act	ADAM17 inh	MBD2 DNA inh	PLC-beta3 inh	hgDAF12 agonist	ssDAF12 agonist	DAX1 inh-2	PLC-gamma1 inh	SMARCA2 act
CCn1cc(C(=O)N[C@@H](CCSC)C(=O)NC(C)(C)CO)c(=O)c2cc3c(cc21)OCO3 as listed: 1.9	-11	-0.4	-19	5	-30	0.7	-1.2	0.2	-15	-1
COc1cc(Cl)ccc1NC(=S)N(CCN(C)C)C(C)c1ccncc1 (stereo not given) as listed: 1.6	3	-1.2	-2	-1	-9	5.0	-0.8	0.5	4	-5
Cc1cc(C)cc(OCC(=O)N(Cc2ccccc2)C2CCS(=O)(=O)C2)c1 (stereo not given) as listed: -0.3	-5	0.2	4	-3	-2	-2.1	-1.1	-0.2	2	0

Next section:
SMILES | DAX1 inh-1 | Rev-erbA mod | hcDAF-12 act | ADAM17 inh | MBD2 DNA inh | PLC-beta3 inh | hgDAF12 agonist | ssDAF12 agonist | DAX1 inh-2 | PLC-gamma1 inh | SMARCA2 act
CCOc1ccc(N2CC(NS(=O)(=O)c3cccnc3)CC2=O)cc1 (stereo not given) | 0.1 | 1 | 0.5 | -4 | -1 | -2 | 2.5 | -1.2 | 0.5 | 1 | -2
C=CCC[C@H](Cc1ccc(F)cc1)C(=O)OC[C@H](Cc1c[nH]c2ccccc12)NC(=O)[C@@H](CC=C)CC(=O)N[C@@H](CO)Cc1ccccc1 | -1.1 | -2 | 0.2 | -4 | 4 | 4 | 3.1 | -1.1 | -0.2 | 1 | 0
CC(C)(C)c1ccc(C(=O)NC(=S)NCc2ccco2)cc1 | -0.3 | 1 | 4.1 | 2 | -1 | -6 | 5.4 | -0.6 | -1.1 | -3 | 2
COc1cccc(-c2cnc(C(O)c3cccc(OC)c3)[nH]2)c1 (stereo not given) | / | 11 | 4.8 | -2 | 0 | -1 | 5.0 | -0.4 | 2.0 | 0 | 0
CC(C)C(NC(=O)[C@H](Cc1ccccc1)NC(=O)OCc1ccccc1)P(=O)(O)OC(Cc1ccccc1)C(=O)O (stereo not given in full) | / | -7 | -0.1 | -8 | 6 | 1 | 0.8 | -0.8 | / | 5 | /
O=C1CCCc2c1nn(-c1ccccc1)[n+]2[O-] | 0.3 | -4 | 0.4 | -2 | 2 | 0 | -0.4 | -1.5 | 0.2 | -3 | -3
CCOC(=O)c1c(S(=O)(=O)NCC(=O)Nc2cccc(C)c2)c(C)n(C)c1C | 1.5 | -6 | -0.2 | -1 | -3 | -6 | 1.2 | -1.5 | -0.2 | -1 | 1
CCCS(=O)(=O)c1c(S(=O)(=O)CCC)c2c(N)cccn2c1C(=O)c1ccccc1 | 1.2 | 4 | -0.1 | 3 | 4 | -33 | -0.8 | -2.2 | 0.3 | -26 | -1
O=C(O)c1cccc(NC(=O)c2cn(-c3ccccc3)nc2-c2ccc([N+](=O)[O-])cc2)c1 | 0.6 | -7 | 0.8 | 5 | -5 | 3 | -5.0 | -1.2 | 0.3 | 6 | -3
COc1ccc(OCCOC(=O)CNC(=O)c2ccc(C)cc2)cc1 | -0.1 | 3 | -1.2 | -4 | 4 | -6 | 0.4 | -0.6 | 0.2 | 4 | 0
CCOC(=O)c1sc(NC(=O)/C=C/c2cnn(C)c2C)c(C(=O)OC(C)C)c1C | -0.1 | 1 | -1.8 | -2 | -3 | -21 | 0.9 | -1.8 | -0.9 | -12 | 1
CC(=O)NC(C)C(=O)OCc1ccc(Cl)cc1Cl (stereo not given) | 0.3 | 4 | -0.3 | -5 | -3 | 0 | 0.4 | -1.3 | -0.5 | 1 | -2
CN(Cc1ccccc1)C(=O)c1ccc(NC(=O)C2CCN(C(=O)OC(C)(C)C)CC2)cc1 | -2.8 | -6 | 0.6 | -2 | -6 | 1 | -0.4 | -1.9 | -1.3 | 3 | -1
COc1ccc(N(CC(=O)Nc2ccccc2C(=O)N2CCOCC2)S(=O)(=O)c2ccc(F)cc2)cc1 | -1.0 | 2 | 0.2 | 3 | 0 | -5 | -3.2 | -2.0 | 0.7 | 1 | 0
COc1ccc(-c2csc(NC(=O)CCS(=O)(=O)c3ccccc3)n2)c(OC)c1 | -0.1 | -6 | -3.4 | 0 | -1 | -9 | -6.1 | -2.6 | -1.3 | -1 | -7
CCOC(=O)c1ccc[n+](C(C)C(=O)c2ccc(-c3ccccc3)cc2)c1 (stereo not given) | 0.2 | 5 | -1.9 | -2 | -2 | -14 | -0.6 | -0.9 | -0.8 | -17 | -5

Arranged by SMILES length (low to high): three of the compounds above
SMILES | DAX1 inh-1 | Rev-erbA mod | hcDAF-12 act | ADAM17 inh | MBD2 DNA inh | PLC-beta3 inh | hgDAF12 agonist | ssDAF12 agonist | DAX1 inh-2 | PLC-gamma1 inh | SMARCA2 act
O=C1CCCc2c1nn(-c1ccccc1)[n+]2[O-] | 0.3 | -4 | 0.4 | -2 | 2 | 0 | -0.4 | -1.5 | 0.2 | -3 | -3
CCOC(=O)c1ccc[n+](C(C)C(=O)c2ccc(-c3ccccc3)cc2)c1 (stereo not given) | 0.2 | 5 | -1.9 | -2 | -2 | -14 | -0.6 | -0.9 | -0.8 | -17 | -5
CCOC(=O)c1sc(NC(=O)/C=C/c2cnn(C)c2C)c(C(=O)OC(C)C)c1C | -0.1 | 1 | -1.8 | -2 | -3 | -21 | 0.9 | -1.8 | -0.9 | -12 | 1
